# PP1 inh: PP1-alpha (human) inhibition in PP5 counter-screen | P62136 | purified PP1alpha, OMFP fluorescence | inhibition, % at 6.7 µM | actives 0.9% (n = 320,000) | AID 2235;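 active = inhibition above the mean inhibition of all tested compounds plus 3 SD, computed separately for each screening campaign, cut at about 15% in these data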
# GRK2 inh: human GRK2 inhibition via aptamer displacement; P25098; bead flow cytometry, FAM-aptamer displacement from GRK2; inhibition of aptamer binding, % at 10 µM; actives 0.59% (n = 330,000); AID 488847;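 active = inhibition of aptamer binding above 40%, roughly 3 SD of noise, on plates passing a quality check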;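 also: median bead fluorescence of bound FAM aptamer so fluorescent compounds give negative values; no value below 0 was filed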
# Fh CTSL1 inh: counter-screen for PFM18AAP inhibitors: inhibitors of F. hepatica cathepsin L1; inhibition, % at 5.96 µM; AID 1906; recombinant F. hepatica cathepsin L1, Z-Leu-Arg-MCA fluorescence; actives 0.49% (n = 300,000);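 active = inhibition above the mean of all tested compounds plus 3 SD, set per screening campaign, cut at about 17% in these data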;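 also: 0% = plate median of test compound wells and 100% = 1 µM Z-Phe-Ala-diazomethylketone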
# procasp7 counter: activates human procaspase-7, counter-screen for procaspase-3 activators. AID 463210. P55210. activation, % at 8.5 µM. recombinant procaspase-7, Ac-DEVD-pNA absorbance 405 nm; D23A/D198A/D206A triple mutant, cannot self-cleave; scale: DMSO 0, 5 µM enzyme 100. actives 0.093% (n = 330,000);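 active = percent activation above the screen-wide mean plus 3 SD, cut at about 25% in these data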
#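 Assay system: Uncleavable procaspase-7 mutant enzyme | Input: 2 µM procaspase-7 mutant as dispensed | Timing: 1 h compound preincubation, 2 h substrate cleavage, 25 °C | Repeats: One well per compound | Control set: DMSO wells as 0%, DMSO with 5 µM added PC-7 as 100% | Technique: Epi-absorbance of released pNA at 405 nm, two timepoints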
# core dimer inh: blocks dimerization of HCV core protein; TR-FRET GST/Flag-core106 dimerization, 1536-well; inhibition, % at 5 µM; actives 0.33% (n = 300,000);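 active = inhibition above the mean of all tested compounds plus 3 SD, set per screening campaign, cut at about 45% in these data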
#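 Material: GST/Flag-tagged HCV core106 proteins. Incubation: 4 h, 22.5 °C incubation. Read-out basis: inhibition (%) from 671 over 617 nm ratio. Measured by: TR-FRET, excitation 340 nm, emission 617 and 671 nm.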
# PP5 inh: inhibitors of human protein phosphatase 5 (PP5). P53041. purified PP5c, OMFP substrate fluorescence. inhibition, % at 6.7 µM. actives 0.18% (n = 320,000);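 active = inhibition above the campaign's mean inhibition across all tested compounds plus 3 SD, cut at about 9.5% in these data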;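 also: 0% = DMSO only and 100% = 100 µM cantharidin control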
# Target sequence (P53041 whole entry, looked up): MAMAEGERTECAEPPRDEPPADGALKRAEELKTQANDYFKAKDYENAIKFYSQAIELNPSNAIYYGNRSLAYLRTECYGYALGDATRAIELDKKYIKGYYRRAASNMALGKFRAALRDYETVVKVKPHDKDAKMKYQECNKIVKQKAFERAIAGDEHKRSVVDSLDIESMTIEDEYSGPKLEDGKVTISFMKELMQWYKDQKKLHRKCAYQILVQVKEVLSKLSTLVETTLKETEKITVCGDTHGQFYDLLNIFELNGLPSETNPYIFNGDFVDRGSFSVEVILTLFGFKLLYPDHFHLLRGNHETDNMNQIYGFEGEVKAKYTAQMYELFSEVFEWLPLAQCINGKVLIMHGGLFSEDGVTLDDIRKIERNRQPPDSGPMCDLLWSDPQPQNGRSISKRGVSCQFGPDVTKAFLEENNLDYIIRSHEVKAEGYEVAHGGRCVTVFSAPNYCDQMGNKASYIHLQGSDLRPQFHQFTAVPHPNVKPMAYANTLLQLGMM
# proCasp3 act: activators of human procaspase-3; actives 0.11% (n = 330,000); activation, % at 8.5 µM; recombinant procaspase-3 D3A, Ac-DEVD-pNA absorbance 405 nm; P42574;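 active = activation above the mean of all tested compounds plus 3 SD, cut at about 21% in these data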;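 also: 0% = DMSO alone and 100% = DMSO wells spiked with extra 5 µM PC-3 D3A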
#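 Test system: Procaspase-3 D3A mutant, all three cleavage aspartates alanine | Dosing: Single dose, 8.5 µM nominal compound, 0.8% DMSO | Schedule: 1 h preincubation, 2 h reaction | Technique: 405 nm absorbance of p-nitroaniline, reads at 0 and 120 min | Repeats: One well per compound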
# JMJD2C inh: blocks human GASC-1 demethylase activity; Q9H3R0; GST-JMJD2C(1-420) H3K9me3 demethylation, DELFIA europium; inhibition, % at 2.35 µM; actives 0.069% (n = 330,000);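 active = more than half of a compound's replicate wells show inhibition beyond 50%, single wells judged on their own value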;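 also: signal counts dimethyl H3K9 product captured on neutravidin plate; 0% = median of DMSO wells and 100% = 0.3 times that DMSO median; strong numbers were not always called active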
# Target sequence (Q9H3R0 1-420 limits assumed): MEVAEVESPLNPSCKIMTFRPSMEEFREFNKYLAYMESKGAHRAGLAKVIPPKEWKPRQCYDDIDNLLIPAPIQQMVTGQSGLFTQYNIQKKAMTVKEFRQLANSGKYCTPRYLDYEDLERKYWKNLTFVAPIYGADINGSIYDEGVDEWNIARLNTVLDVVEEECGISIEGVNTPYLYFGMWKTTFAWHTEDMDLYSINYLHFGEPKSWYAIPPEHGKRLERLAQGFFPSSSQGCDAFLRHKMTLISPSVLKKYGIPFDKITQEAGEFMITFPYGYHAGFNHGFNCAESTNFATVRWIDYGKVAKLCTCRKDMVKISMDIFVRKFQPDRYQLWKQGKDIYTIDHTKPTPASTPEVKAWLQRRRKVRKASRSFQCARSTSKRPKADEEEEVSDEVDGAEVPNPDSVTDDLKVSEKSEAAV
# VLA-4 inh: inhibition in a human VLA-4 binding assay | P13612 | VLA-4 expressing cells, ligand binding flow cytometry | inhibition, % (about 7 µM as worked out from the volumes in the protocol) | actives 0.2% (n = 330,000); in the data active = inhibition above about 50%
# An asterisk follows results filed as active; nt = not tested or not shown. Rows were taken by chance. Share with any hit: about 2.6%.
cpd | Molecule | procasp7 counter | core dimer inh | VLA-4 inh | proCasp3 act | PP5 inh
1 | FC(F)(F)C(F)(F)C(F)(F)c1nnc2ccc(N3CCOCC3)nn12 | 5 | 1 | 12 | -10 | 1.9
2 | Cc1cccc(-n2ncc3c2CCCC3NC(=O)C2=CC(=O)CC(C)(C)O2)c1C (stereo not given) | 4 | 3 | 15 | 8 | 3.6
3 | CCC(=O)Nc1ccc(NC(=S)NC(=O)Cc2ccccc2)cc1 | 3 | -9 | -3 | -10 | 0.6
4 | O=C(Nc1ccc(S(=O)(=O)Nc2ccccc2)cc1)C1COc2ccccc2O1 (stereo not given) | 5 | 0 | -37 | 5 | 4.7
5 | Cc1ccc2nc(SC(C)C(=O)NC3CCCC3)[nH]c2c1 (stereo not given) | 20 | nt | -6 | 0 | nt
6 | C=CCNC(=O)/C(C#N)=C/c1ccc2c(c1)OCCO2 | 4 | 2 | 9 | 6 | 3.7
7 | O=C(Nc1ccc(F)cc1)Nc1ccc(S(=O)(=O)N2CCCC2)cc1 | 13 | nt | 25 | 8 | 3.7
8 | COCCCNC(=O)CN1C(=O)COc2ccc(S(=O)(=O)N3CCCCCC3)cc21 | 4 | -1 | 6 | 8 | 2.2
9 | COc1ccc(C)cc1S(=O)(=O)N1CC(C)OC(C)C1 (stereo not given) | 3 | 0 | 5 | 6 | -0.1
10 | CN1C(=O)C(CC(=O)NCC2CCCCC2)SC1=Nc1ccccc1 (stereo not given) | 6 | 3 | -9 | 2 | 0.3
11 | O=C(Cc1ccccc1[N+](=O)[O-])NC1CC1 | 4 | -2 | 10 | 2 | 1.3
12 | COc1ccccc1-c1nnc(NC(=O)c2ccc(S(=O)(=O)N(C)Cc3ccccc3)cc2)o1 | 9 | 11 | 9 | 7 | 3.1
13 | CCC1=Nc2ccccc2-c2nnc(SC)nc2O1 | 2 | 1 | 11 | -6 | -0.9
14 | O=C(CCSc1nc(-c2ccco2)cc(C(F)(F)F)n1)NCc1cccs1 | 3 | 5 | 1 | 7 | 1.6
15 | O=C(Nc1ccc(F)cc1)N(Cc1nnc2n1CCCCC2)c1ccccc1 | 2 | -8 | 2 | 2 | 3.7

cpd | PP1 inh | GRK2 inh | Fh CTSL1 inh | JMJD2C inh
1 | -1 | 1 | 2 | -4
2 | 3 | 2 | 3 | -5
3 | 0 | 0 | 2 | -6
4 | 1 | 0 | 0 | 7
5 | nt | 2 | nt | 10
6 | -3 | 0 | 4 | 4
7 | 0 | 5 | nt | 7
8 | 3 | 0 | 0 | 1
9 | -1 | 0 | -2 | 0
10 | 3 | 0 | 3 | -2
11 | -7 | 4 | -6 | -1
12 | 21* | 0 | 6 | nt
13 | 0 | 1 | -3 | 9
14 | 4 | 0 | 2 | -10
15 | 0 | 6 | -2 | 4

# Rewritten with each value named: part of the list above
(1) FC(F)(F)C(F)(F)C(F)(F)c1nnc2ccc(N3CCOCC3)nn12
  procasp7 counter = 5	core dimer inh = 1	VLA-4 inh = 12	proCasp3 act = -10	PP5 inh = 1.9	PP1 inh = -1	GRK2 inh = 1	Fh CTSL1 inh = 2	JMJD2C inh = -4
(2) Cc1cccc(-n2ncc3c2CCCC3NC(=O)C2=CC(=O)CC(C)(C)O2)c1C (stereo not given)
  procasp7 counter = 4	core dimer inh = 3	VLA-4 inh = 15	proCasp3 act = 8	PP5 inh = 3.6	PP1 inh = 3	GRK2 inh = 2	Fh CTSL1 inh = 3	JMJD2C inh = -5
(3) CCC(=O)Nc1ccc(NC(=S)NC(=O)Cc2ccccc2)cc1
  procasp7 counter = 3	core dimer inh = -9	VLA-4 inh = -3	proCasp3 act = -10	PP5 inh = 0.6	PP1 inh = 0	GRK2 inh = 0	Fh CTSL1 inh = 2	JMJD2C inh = -6

# Next section
cpd | Molecule | procasp7 counter | core dimer inh | VLA-4 inh | proCasp3 act | PP5 inh
16 | Cc1ccc(Cn2c(N/N=C/c3ccncc3)nc3c2c(=O)n(C)c(=O)n3C)cc1 | -1 | -5 | 21 | -4 | -0.1
17 | COc1ccc(C(CCN2CCN(c3ccccc3)CC2)c2c(O)cc(OC)cc2OC)cc1 (stereo not given) | 3 | 2 | 0 | 2 | 6.6
18 | O=C(NCc1ccccc1)c1nc2c(nnn2Cc2cccc(Cl)c2)c(=O)[nH]1 | 1 | 5 | 4 | 8 | -2.8
19 | CCCCNc1nc2c(c(=O)n(C)c(=O)n2C)n1Cc1cccc(OC)c1 | -4 | 2 | -9 | 3 | -2.1
20 | O=C(Nc1ccc(N2CCOCC2)cc1N1CCOCC1)c1ccc(Br)cc1 | 12 | -6 | 12 | 10 | 0.5
21 | COc1ccc(C(=O)C2CCCN(C(=O)c3cc4nc(C)cc(C)n4n3)C2)cc1F (stereo not given) | 3 | 2 | 15 | -1 | 1.4
22 | CC1CCN(CC(O)COc2ccc(C(=O)c3ccccc3)cc2)CC1 (stereo not given) | 11 | -2 | 11 | 4 | -1.1
23 | COc1ccc(C(=O)NCC(c2ccco2)N(C)C)cc1S(=O)(=O)NCc1ccc(Cl)cc1 (stereo not given) | 6 | nt | 8 | -3 | 3.3
24 | COc1ccc(CC(=O)NC(=S)Nc2cccc(CO)c2)cc1 | -7 | -10 | -5 | -10 | -1.1
25 | Clc1cccc(CN2CCCCCC2)c1 | -7 | 12 | 10 | 14 | 0.0
26 | Cc1cc(NS(=O)(=O)c2ccc(NC(=O)/C=C/c3ccccc3)cc2)nc(C)n1 | -1 | nt | 9 | -1 | nt
27 | CCC(=NNC(=O)c1cccc(S(=O)(=O)N2CCOCC2)c1)c1ccccc1 | 2 | nt | 50* | -1 | nt
28 | CCc1nn(CC(=O)NCCCN(CC)CC)c(=O)c2cc3sc(C)cc3n12 | 5 | -2 | 3 | -5 | 0.2
29 | O=[N+]([O-])c1ccc(O)c(/C=N/NC2=NS(=O)(=O)c3ccccc32)c1 | 5 | -3 | 25 | -6 | 4.1
30 | Cc1csc(/C(C#N)=N/O)n1 | 3 | -6 | 15 | 5 | -0.3

cpd | PP1 inh | GRK2 inh | Fh CTSL1 inh | JMJD2C inh
16 | -5 | 0 | 5 | -18
17 | -1 | 0 | 5 | -8
18 | 21* | 2 | 4 | 7
19 | -2 | 1 | -1 | -4
20 | -5 | 0 | -1 | -1
21 | -2 | 2 | 3 | -8
22 | 1 | 0 | 0 | -12
23 | 1 | 0 | nt | 0
24 | -4 | 0 | -3 | 11
25 | 0 | 1 | 1 | -4
26 | nt | 1 | nt | 1
27 | nt | 0 | nt | 0
28 | -1 | 3 | -1 | -2
29 | -2 | 2 | 3 | 4
30 | -3 | 0 | -3 | 1

# (listing goes on)
cpd | Molecule | procasp7 counter | core dimer inh | VLA-4 inh | proCasp3 act | PP5 inh
31 | CCC(C)Nc1nc(N)c([N+](=O)[O-])c(Nc2ccccc2OC)n1 (stereo not given) | 2 | 6 | 14 | -9 | 2.6
32 | CCCNC(=O)C(Cc1ccccc1)NC(=O)c1ccccn1 (stereo not given) | -4 | nt | -5 | 2 | 1.1
33 | CC(=O)Nc1ccc(Nc2cc(C(C)C)nc3c(-c4ccccc4)c(C)nn23)cc1 | 10 | -4 | 0 | -1 | 2.5
34 | CCOC(=O)CC1C(=O)NCCN1C(=O)c1cccc(OC)c1 (stereo not given) | -3 | -5 | 10 | 0 | 0.5
35 | CCCCN(C(=O)NC(=O)Nc1cc(C)ccc1C)S(C)(=O)=O | 11 | 3 | 36 | 8 | 2.1
36 | Brc1cccc(CNCCCN2CCOCC2)c1 | 5 | -3 | 4 | -4 | 2.6
37 | Cc1ccc(C(=O)Nc2ccccc2N2CCCCC2)cc1[N+](=O)[O-] | 7 | 9 | 10 | -2 | 4.4
38 | CCCCCCCCCCCCOC(=O)C[N+](C)(C)C | 4 | -10 | 4 | -8 | -2.2
39 | O=C(/C=C/c1ccc(-c2ccccc2[N+](=O)[O-])o1)c1ccccc1 | -3 | -5 | 25 | -5 | -2.1
40 | CCN(CC)C(=O)CSc1ncnc2c(-c3ccc(OC)cc3)nsc12 | 8 | -2 | 10 | 4 | -0.3
41 | S=c1[nH]c2ccc(Cl)cc2[nH]1 | -4 | -8 | 24 | -14 | 2.4
42 | CCN1C(=O)CC(C(=O)NCCc2ccc(S(N)(=O)=O)cc2)SC1=Nc1ccc(OC)cc1 (stereo not given) | 11 | 2 | 6 | -9 | 4.0
43 | Cc1onc(-c2ccccc2)c1NC(=O)Nc1ccc(OC(F)F)cc1 | 10 | 2 | 35 | 0 | 2.5
44 | CC(=O)NCCC(=O)Nc1cc(S(=O)(=O)N2CCOCC2)ccc1N1CCOCC1 | 8 | -3 | 0 | -1 | -0.2
45 | COc1ccc(CCNC(=O)c2c(N)no[n+]2[O-])cc1OC | 7 | -3 | -11 | -12 | -1.2

cpd | PP1 inh | GRK2 inh | Fh CTSL1 inh | JMJD2C inh
31 | 0 | 0 | 6 | -2
32 | -5 | 2 | nt | -3
33 | 2 | 1 | 3 | -5
34 | 0 | 3 | 3 | 4
35 | -2 | 2 | -2 | 5
36 | -1 | 1 | 0 | 4
37 | -2 | 1 | 2 | 0
38 | 0 | 0 | -2 | -19
39 | 3 | 0 | 6 | 19
40 | 3 | 0 | 11 | 12
41 | -2 | 0 | -2 | 6
42 | 0 | 1 | -2 | 1
43 | -5 | 1 | -1 | -3
44 | -2 | 0 | 1 | -5
45 | 0 | 1 | 1 | 0

# Copied from above: nos. 40–45
cpd | Molecule | procasp7 counter | core dimer inh | VLA-4 inh | proCasp3 act | PP5 inh
40 | CCN(CC)C(=O)CSc1ncnc2c(-c3ccc(OC)cc3)nsc12 | 8 | -2 | 10 | 4 | -0.3
41 | S=c1[nH]c2ccc(Cl)cc2[nH]1 | -4 | -8 | 24 | -14 | 2.4
42 | CCN1C(=O)CC(C(=O)NCCc2ccc(S(N)(=O)=O)cc2)SC1=Nc1ccc(OC)cc1 (stereo not given) | 11 | 2 | 6 | -9 | 4.0
43 | Cc1onc(-c2ccccc2)c1NC(=O)Nc1ccc(OC(F)F)cc1 | 10 | 2 | 35 | 0 | 2.5
44 | CC(=O)NCCC(=O)Nc1cc(S(=O)(=O)N2CCOCC2)ccc1N1CCOCC1 | 8 | -3 | 0 | -1 | -0.2
45 | COc1ccc(CCNC(=O)c2c(N)no[n+]2[O-])cc1OC | 7 | -3 | -11 | -12 | -1.2

cpd | PP1 inh | GRK2 inh | Fh CTSL1 inh | JMJD2C inh
40 | 3 | 0 | 11 | 12
41 | -2 | 0 | -2 | 6
42 | 0 | 1 | -2 | 1
43 | -5 | 1 | -1 | -3
44 | -2 | 0 | 1 | -5
45 | 0 | 1 | 1 | 0

# Source: PubChem
